# MEX-5 binding = C. elegans MEX-5 TCR-2 RNA binding activity | 300,000 tested, 0.38% active | Q9XUB2 | activity score (negative = inhibition of binding), % at 10 µM | MEX-5/FITC-TCR2 RNA binding, fluorescence polarization; hits give low values;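 active = inhibition past about -25% in most replicates, and total fluorescence under double the plate's negative control median, limit read from the data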;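 also: 0% = DMSO and -100% = 5 µM competing unlabeled TCR2 RNA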
# GRK2 inh = inhibitors of human GRK2 displacing RNA aptamer. 330,000 tested, 0.59% active. P25098. inhibition of aptamer binding, % at 10 µM. bead flow cytometry, FAM-aptamer displacement from GRK2;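 active = inhibition of aptamer binding above 40%, roughly 3 SD of noise, on plates passing a quality check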;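 also: median bead fluorescence of bound FAM aptamer so fluorescent compounds give negative values; no value below 0 was filed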
# Target sequence (P25098 whole entry, looked up): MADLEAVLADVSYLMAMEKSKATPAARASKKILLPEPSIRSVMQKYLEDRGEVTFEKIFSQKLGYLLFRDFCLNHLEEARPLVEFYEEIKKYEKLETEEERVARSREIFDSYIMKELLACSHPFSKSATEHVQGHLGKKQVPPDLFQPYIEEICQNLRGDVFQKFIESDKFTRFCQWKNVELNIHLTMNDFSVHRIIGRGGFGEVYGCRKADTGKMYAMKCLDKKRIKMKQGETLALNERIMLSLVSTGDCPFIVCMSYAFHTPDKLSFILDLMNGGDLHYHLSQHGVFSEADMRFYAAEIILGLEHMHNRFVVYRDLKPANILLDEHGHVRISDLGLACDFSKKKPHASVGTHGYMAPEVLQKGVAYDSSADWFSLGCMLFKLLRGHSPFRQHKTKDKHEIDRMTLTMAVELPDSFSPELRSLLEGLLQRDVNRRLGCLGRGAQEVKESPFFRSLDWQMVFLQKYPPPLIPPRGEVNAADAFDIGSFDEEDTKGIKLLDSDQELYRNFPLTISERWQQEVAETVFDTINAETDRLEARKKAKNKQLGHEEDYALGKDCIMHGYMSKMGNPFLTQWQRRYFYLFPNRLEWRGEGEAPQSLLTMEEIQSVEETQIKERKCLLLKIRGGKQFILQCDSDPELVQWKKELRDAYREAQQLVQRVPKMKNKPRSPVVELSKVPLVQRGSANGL
# Fam108B counter = counter-screen for RBBP9 inhibitors: inhibitors of mouse Fam108B. recombinant Fam108B, FP-Rh probe fluorescence polarization. inhibition, % at 9.51 µM. 300,000 tested, 0.33% active. AID 1947;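 active = inhibition above the screen mean inhibition plus 3 SD, computed separately per campaign, cut at about 18% in these data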;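 also: inhibitors lower polarization as less probe binds the enzyme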
# GLD-1 TGE inh = GLD-1-TGE RNA interaction inhibition (C. elegans) | Q17339 | purified GLD-1 + fluorescein TGE RNA, fluorescence polarization | inhibition, % at 5.96 µM | 320,000 tested, 0.44% active;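 active = percent inhibition above a per-plate cutoff, the plate mean of test compounds plus 3 SD, cut at about 30% in these data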;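 also: 0% = DMSO wells with GLD-1 and probe and 100% = wells lacking GLD-1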
# Efflux pump mplx = inhibitors of Candida antifungal efflux pumps expressed in yeast; 330,000 tested, 0.44% active; AID 485275; S. cerevisiae Candida pump triplex, Nile Red efflux; inhibition, % at 10 µM;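 active = plate passing quality check with inhibition over a set limit, or well fluorescence over plate mean plus 4 SD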;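 also: Nile Red retained in pooled yeast measured as flow cytometry median fluorescence; 0% = buffer negative control and 100% = Enniatin B positive control; higher means more Nile Red kept so more efflux inhibition; some compounds called inactive have numbers as strong as hits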
# PME-1 inh = blocks human protein phosphatase methylesterase 1 | Q9Y570 | inhibition, % at 5.9 µM | 320,000 tested, 0.53% active | recombinant PME-1, FP-Rh probe fluorescence polarization;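 active = inhibition above the campaign mean of all compounds plus 3 SD, cut at about 26% in these data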;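 also: competitive labeling of PME-1 active site by serine hydrolase directed probe; 0% = PME-1 with DMSO and 100% = wells lacking PME-1 enzyme; inhibitors block probe labeling so polarization falls and inhibition rises; many of its hits are not listed in these tables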
# Target sequence (Q9Y570 whole entry, looked up): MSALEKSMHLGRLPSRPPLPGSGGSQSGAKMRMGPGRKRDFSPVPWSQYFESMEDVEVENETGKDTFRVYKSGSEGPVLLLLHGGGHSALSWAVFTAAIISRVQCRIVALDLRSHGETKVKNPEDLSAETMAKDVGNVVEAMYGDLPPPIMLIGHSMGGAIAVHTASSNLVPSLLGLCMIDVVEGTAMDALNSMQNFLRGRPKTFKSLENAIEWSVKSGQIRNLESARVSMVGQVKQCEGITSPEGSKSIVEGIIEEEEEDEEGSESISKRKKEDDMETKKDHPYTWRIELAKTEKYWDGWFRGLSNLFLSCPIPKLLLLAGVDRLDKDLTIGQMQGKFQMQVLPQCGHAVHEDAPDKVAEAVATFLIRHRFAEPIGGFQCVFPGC
# BCLXL inh = inhibitors of human Bcl-xL; Q07817; GST-Bcl-xL / FITC-Bim BH3 peptide fluorescence polarization; inhibition, % at 10.9 µM; 320,000 tested, 0.7% active;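 active = inhibition above the mean of all tested compounds plus 3 SD, cutoff set per campaign, cut at about 30% in these data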;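 also: 0% = DMSO wells and 100% = unlabeled Bim-BH3 peptide competitor; inhibitors lower millipolarization by displacing the labeled peptide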
# VLA-4 inh = inhibition in a human VLA-4 binding assay; inhibition, % (about 7 µM as worked out from the volumes in the protocol); VLA-4 expressing cells, ligand binding flow cytometry; 330,000 tested, 0.2% active; P13612; in the data active = inhibition above about 50%
# MCL1-BIM inh = inhibitors of human MCL1 binding to BIM-BH3 peptide. Q07820. GST-MCL1 / FITC-Bim-BH3 fluorescence polarization. inhibition, % at 10.9 µM. 320,000 tested, 0.68% active;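 active = inhibition above the mean inhibition of all tested compounds plus 3 SD, set per campaign, cut at about 40% in these data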;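 also: 0% = DMSO wells and 100% = unlabeled Bim-BH3 peptide control; higher means more loss of mP so more displacement of Bim peptide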
# Starred values were filed as active, the others as inactive; . = no result given. An excerpt; the hit share may differ from the screen's.
# Preview, three compounds:
no.	canonical_smiles	MEX-5 binding	GRK2 inh	Fam108B counter	GLD-1 TGE inh	Efflux pump mplx
1	Cc1ccc(C)c(CN2CCC(CNC(=O)Nc3ccc(F)c(Cl)c3)CC2)c1	0.9	0	-3	-6	-0.2
2	CCOC(=O)c1sc2nc(C(C)C)c3c(c2c1N)CCC3	3.0	0	-5	9	0.1
3	COC(=O)c1c(C)c(C)nc(N)c1C#N	-0.1	2	-3	1	0.0

no.	PME-1 inh	BCLXL inh	VLA-4 inh	MCL1-BIM inh
1	-3	10	5	1
2	2	2	16	6
3	-1	7	9	10

# Results (from the top)
no.	canonical_smiles	MEX-5 binding	GRK2 inh	Fam108B counter	GLD-1 TGE inh	Efflux pump mplx
1	Cc1ccc(C)c(CN2CCC(CNC(=O)Nc3ccc(F)c(Cl)c3)CC2)c1	0.9	0	-3	-6	-0.2
2	CCOC(=O)c1sc2nc(C(C)C)c3c(c2c1N)CCC3	3.0	0	-5	9	0.1
3	COC(=O)c1c(C)c(C)nc(N)c1C#N	-0.1	2	-3	1	0.0
4	CCCNC(=O)N1CCC(C(=O)c2ccc(F)cc2)CC1	0.0	0	6	1	0.0
5	O=C(CCCCC(=O)Nc1ccccc1)Nc1ccccc1	2.2	0	0	-2	0.0
6	CC(=O)N(Cc1ccc(Cl)cc1)c1cnccn1	1.2	0	14	-11	0.0
7	CN(Cc1ccccc1)C(=O)COC(=O)c1cc(Cl)nc(Cl)c1	0.9	1	-1	8	0.0
8	CCCOc1c(OC)cccc1C1CC(=O)Nc2cc3c(cc21)OCCO3 (stereo not given)	1.3	2	3	3	0.1
9	O=C(OCC(=O)N1CCN(C(=O)c2ccco2)CC1)c1cccc(F)c1	.	0	.	-2	-0.1
10	CCCOc1ccc(OCCSc2ncccn2)cc1	1.9	3	-1	10	-0.1

no.	PME-1 inh	BCLXL inh	VLA-4 inh	MCL1-BIM inh
1	-3	10	5	1
2	2	2	16	6
3	-1	7	9	10
4	-1	3	-1	6
5	-3	2	1	-2
6	4	3	7	9
7	-3	11	17	7
8	-2	-1	10	0
9	-3	5	9	-5
10	-4	0	-8	7

# The listing continues.
no.	canonical_smiles	MEX-5 binding	GRK2 inh	Fam108B counter	GLD-1 TGE inh	Efflux pump mplx
11	COC(=O)c1ccc([C@H]2CC(=O)O2)cc1	-0.3	0	-3	1	0.0
12	CC(NC(=O)c1ccco1)C(c1cccs1)N1CCOCC1 (stereo not given)	2.2	2	5	11	0.0
13	Cc1nc2ccc([N+](=O)[O-])cc2c(=O)n1Cc1ccc(F)cc1	1.3	0	-2	-2	0.0
14	O=C(NCc1ccco1)C1CCN(S(=O)(=O)c2cccc([N+](=O)[O-])c2)CC1	1.1	0	-2	-1	-0.1
15	COc1ccc2cc(Br)ccc2c1CC(=O)NCC1CCCO1 (stereo not given)	0.6	1	6	13	0.0
16	Cc1oc(-c2cccc(Cl)c2)nc1CN1CCC(C(=O)NCCCN2CC(C)CC(C)C2)CC1 (stereo not given)	-1.3	0	-2	-3	-0.1
17	COc1ccc(/C=C/C(=O)N2CCN(S(=O)(=O)/C=C/c3ccccc3)CC2)cc1OC	-1.6	0	6	6	0.7
18	Cc1ccc(C(=O)NNC(=O)c2ccco2)cc1	-0.3	2	-8	1	0.1
19	CCOC(=O)Nc1ccc2c(c1)OCO2	-0.1	2	1	11	0.1
20	Cc1cc(C)n2ncc(/C(N)=N/OC(=O)c3ccccc3F)c2n1	0.1	0	6	-2	0.0

no.	PME-1 inh	BCLXL inh	VLA-4 inh	MCL1-BIM inh
11	-3	-2	4	-10
12	-4	8	-21	13
13	-1	1	-1	0
14	3	-2	6	-3
15	-2	1	-5	4
16	-4	1	2	-5
17	-4	-4	13	4
18	-2	-3	5	-7
19	-1	2	-1	6
20	2	2	1	-2

# (continued)
no.	canonical_smiles	MEX-5 binding	GRK2 inh	Fam108B counter	GLD-1 TGE inh	Efflux pump mplx
21	COc1ccc(NC(=O)c2cccc(NS(=O)(=O)c3ccccc3)c2)cc1	-0.6	0	-4	5	0.0
22	CCOC(=O)c1ccc(NC(=S)NC(=O)c2cncc(Br)c2)cc1	1.7	1	-6	-7	0.0
23	COc1ccc(C(CNC(=O)c2ccc(S(=O)(=O)N(C)C)cc2)N2CCCCC2)cc1 (stereo not given)	-2.7	2	-1	-3	0.0
24	C[C@H](CO)N1C[C@H](C)[C@@H](CN(C)Cc2ccncc2)Oc2c(NS(=O)(=O)c3ccc(F)cc3)cccc2C1=O	.	0	.	-3	-0.5
25	c1ccc(-c2noc(CN3CCc4sccc4C3)n2)cc1	2.2	1	1	2	-0.1
26	CC/C(=N/Nc1cccc(C)c1)c1cnnc(SC)n1	-33*	0	-3	7	-0.2
27	Cc1ccc(-n2nc3ccc(N)cc3n2)cc1Cl	1.3	0	0	1	0.2
28	Cc1nnc(NC(=O)CSc2nc(C3CCCCC3)nc3ccccc23)s1	0.4	2	2	1	0.3
29	Cc1cc(C)c2c(=O)[nH]c(SCC(=O)c3ccc(C)c(C)c3)nc2n1	-0.4	1	-1	0	-0.1
30	COc1cc(OC)cc(C(=O)Nc2ccc(-c3nc4ccccc4o3)cc2)c1	.	0	-5	5	0.1

no.	PME-1 inh	BCLXL inh	VLA-4 inh	MCL1-BIM inh
21	0	7	14	4
22	-5	9	3	13
23	-4	2	25	3
24	.	.	-23	.
25	-4	6	12	-1
26	5	46*	4	31
27	10	3	-8	7
28	-9	3	13	2
29	-3	1	-5	5
30	-7	1	4	0

# The list continues:
no.	canonical_smiles	MEX-5 binding	GRK2 inh	Fam108B counter	GLD-1 TGE inh	Efflux pump mplx
31	CC(Oc1ccccc1F)C(=O)NN (stereo not given)	-1.2	1	0	0	1.9
32	Cn1c(=O)n(C)c2cc(S(=O)(=O)Nc3ccc(F)cc3)ccc21	-2.7	0	3	4	0.1
33	CCN(C(=O)C1CCCO1)c1ccccc1 (stereo not given)	1.6	13	1	8	0.0
34	Cc1ccc(-n2c3c(c(=O)[nH]c2=O)C(NS(=O)(=O)c2ccc(C)cc2)(C(F)(F)F)C(=O)N3)cc1 (stereo not given)	-0.6	4	3	0	-0.1
35	COc1cc(/C=C(\C#N)C(=O)N2CCOCC2)cc(Br)c1O	2.9	1	-2	-3	0.1
36	O=C(C[C@@H]1C/C=C\C[C@H](NC(=O)OCC2c3ccccc3-c3ccccc32)C(=O)OC[C@H]2CCCN2C1=O)NCCO	.	10	.	7	0.0
37	C=CCn1c(SCc2cccc(C#N)c2)nnc1-c1ccccc1O	-1.5	2	-2	-4	0.0
38	O=C(CNC(=O)c1ccccc1F)N/N=C\C=C\c1ccccc1	1.0	0	4	1	0.1
39	CCC(=O)Nc1cccc(C(=O)/C=C/c2cc(Br)ccc2OC)c1	-0.6	0	-27	1	-0.2
40	CC(C)CNS(=O)(=O)c1ccc(OCC(=O)Nc2ccc3c(c2)OCCO3)cc1	1.3	2	1	-3	-0.1

no.	PME-1 inh	BCLXL inh	VLA-4 inh	MCL1-BIM inh
31	-6	-2	9	7
32	1	-1	11	-3
33	8	6	-3	2
34	-5	-3	-5	-7
35	-3	-8	29	-11
36	.	.	-2	.
37	7	3	-2	6
38	2	7	-2	6
39	-25	-5	3	-1
40	-5	-1	24	-2

# Next structures
no.	canonical_smiles	MEX-5 binding	GRK2 inh	Fam108B counter	GLD-1 TGE inh	Efflux pump mplx
41	O=C(CSc1ncn[nH]1)NC12CC3CC(CC(C3)C1)C2	-2.9	0	-4	2	0.4
42	CN1C2CCC1CC(NS(=O)(=O)c1cc(Cl)c(Cl)cc1Cl)C2 (stereo not given)	-0.8	0	0	-5	0.2
43	CCn1c(N2CCN(C(=O)Nc3ccc(F)cc3)CC2)nc2ccccc21	2.4	0	-4	4	0.0
44	O=[N+]([O-])c1ncccc1OCc1ccc(Br)cc1F	-0.8	0	2	-5	0.3
45	COc1cc(/C=N/n2c(C3CCCCC3)n[nH]c2=S)cc(OC)c1O	-16	0	-3	-6	0.0
46	O=C(CNC(=O)c1ccccc1F)c1ccccc1	-1.8	0	0	9	-0.1
47	O=C(NCc1cccc(Cl)c1)c1cccc(C(F)(F)F)c1	0.9	3	1	9	0.1
48	Cc1ccc(-n2nnc3c(=O)n(Cc4cc(C)ccc4C)cnc32)cc1	3.5	0	-7	-7	0.1
49	CC(C)(C)C(=O)Nc1c2c(nn1-c1ccccc1)CSC2	2.1	0	2	4	0.1
50	CCCCC(=O)N1C/C=C\[C@H](c2ccc(OC)cc2)N(Cc2ccc(F)cc2)C(=O)[C@@H]1C	-0.8	4	-9	8	-0.1

no.	PME-1 inh	BCLXL inh	VLA-4 inh	MCL1-BIM inh
41	1	-4	-5	-2
42	1	2	20	16
43	0	6	-14	-3
44	-3	4	15	1
45	-7	-15	14	-8
46	0	5	14	5
47	0	-4	7	-8
48	-1	-3	1	0
49	-4	4	2	3
50	-1	-1	22	-1

# Rewritten tab-delimited: entries from further up.
entry	SMILES	MEX-5 binding	GRK2 inh	Fam108B counter	GLD-1 TGE inh	Efflux pump mplx	PME-1 inh	BCLXL inh	VLA-4 inh	MCL1-BIM inh
18	Cc1ccc(C(=O)NNC(=O)c2ccco2)cc1	-0.3	2	-8	1	0.1	-2	-3	5	-7
49	CC(C)(C)C(=O)Nc1c2c(nn1-c1ccccc1)CSC2	2.1	0	2	4	0.1	-4	4	2	3
21	COc1ccc(NC(=O)c2cccc(NS(=O)(=O)c3ccccc3)c2)cc1	-0.6	0	-4	5	0.0	0	7	14	4

# Next section
no.	canonical_smiles	MEX-5 binding	GRK2 inh	Fam108B counter	GLD-1 TGE inh	Efflux pump mplx
51	Cc1ccc(-c2cc(C(=O)NCCCN3CCOCC3)no2)cc1	-4.9	0	1	3	0.0
52	O=C(c1cn(-c2ccccc2)nc1-c1cccs1)N1CCOCC1	-2.8	1	-5	2	0.0
53	Cc1ccccc1NC(=O)NCC1CCN(C(=O)OC(C)(C)C)CC1	-2.0	0	0	-3	-0.1
54	O=C(O)CCCCCN1C(=O)c2ccc(C(=O)O)cc2C1=O	-0.6	0	4	11	0.0
55	O=C(O)CC(NC(=O)CCC1CCCCC1)c1cc([N+](=O)[O-])ccc1Cl (stereo not given)	-1.1	0	0	1	0.2
56	Cc1ccccc1C(=O)NNc1ccc(-c2csnn2)cc1	-0.9	1	1	5	-0.1
57	O=C1c2ccc(Br)cc2C(=O)N1c1ccc(Cl)cn1	-1.9	3	-3	-9	-0.2
58	CC1(c2ccc(Cl)cc2)NC(=O)N(CN2CCOCC2)C1=O (stereo not given)	2.8	3	-8	-4	-0.1
59	Cc1cccc(N2CCN(C(=O)CN3CCOc4ccccc43)CC2C)c1 (stereo not given)	-0.5	1	0	4	-0.1
60	Cc1cc(NC(=O)c2ccc(C)s2)n(-c2ccccc2)n1	-2.9	1	-2	6	0.0
61	CCN(c1ccccc1)S(=O)(=O)c1ccc(C(=O)Nc2nccs2)cc1	2.5	1	1	1	0.0
62	O=C(NCCCN1CCCC1=O)c1ccc(NS(=O)(=O)c2ccccc2)cc1	1.7	0	-4	-4	-0.1

no.	PME-1 inh	BCLXL inh	VLA-4 inh	MCL1-BIM inh
51	0	-2	1	0
52	-1	4	18	2
53	1	6	-5	0
54	2	5	15	3
55	1	1	4	9
56	-3	8	29	1
57	-2	-2	-28	-2
58	-4	0	-3	-1
59	-3	3	2	1
60	-3	2	-8	-1
61	-2	4	3	5
62	6	-1	-5	0
